# PTHR1 agonist = agonists of human PTHR1 parathyroid hormone receptor | HEK293 GP2 PTHR1 cells, GloSensor cAMP luminescence, 1 h | Q03431 | 410,000 compounds, 0.075% hits | Potency, µM (series often up to 115 µM), for inactives: top-dose activation, actives largely listed as activators; further: nearly all actives have a fitted effect of over 55% in size; some results filed as inactive show a strong effect at the top dose; inactives centre near -15; many of its hits are not listed in these tables
# Target sequence (Q03431 whole entry, looked up): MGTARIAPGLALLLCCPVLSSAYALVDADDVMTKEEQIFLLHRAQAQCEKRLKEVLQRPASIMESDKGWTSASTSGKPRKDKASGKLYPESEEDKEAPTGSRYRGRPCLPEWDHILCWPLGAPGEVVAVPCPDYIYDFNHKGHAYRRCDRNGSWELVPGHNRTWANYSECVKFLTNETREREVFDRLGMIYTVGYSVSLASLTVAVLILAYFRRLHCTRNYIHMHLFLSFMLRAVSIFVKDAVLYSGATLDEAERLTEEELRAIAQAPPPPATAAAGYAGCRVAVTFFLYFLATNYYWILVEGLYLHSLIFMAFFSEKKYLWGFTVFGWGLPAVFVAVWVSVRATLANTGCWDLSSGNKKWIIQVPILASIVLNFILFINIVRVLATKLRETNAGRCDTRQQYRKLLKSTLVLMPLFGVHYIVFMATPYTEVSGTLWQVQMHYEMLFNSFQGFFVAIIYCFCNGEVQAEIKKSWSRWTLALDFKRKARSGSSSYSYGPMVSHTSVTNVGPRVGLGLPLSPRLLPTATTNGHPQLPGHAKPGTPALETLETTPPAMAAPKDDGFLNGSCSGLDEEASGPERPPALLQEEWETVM
#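 HEK-293-derived GP2 cells expressing PTHR1 and a GloSensor cAMP reporter, 3,000/well, plated overnight, given luciferin plus IBMX (each 0.5 mM as added) for 1 h at 37 °C, then compound for 1 h at 37 °C. Luminescence was read after 15 min at room temperature.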
# aSyn yeast inh = rescues yeast growth from alpha-synuclein toxicity; Yeast expressing alpha-synuclein, growth rescue, BacTiter-Glo, 24 h; Potency, µM (series often up to 46.1 µM), for inactives: at the top dose growth rescue (activation), usual class: activators; 370,000 compounds, 0.14% hits; further: % of control where 0% means no effect; nearly all actives have a fitted effect of over 65% in size
#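 Galactose-induced alpha-syn yeast (OD600=0.02, raffinose-pregrown) + pinned cpd, 24 hr, 30 deg C; growth by BacTiter-Glo luminescence. Growth restoration scores as activation.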
# FUS yeast rescue = FUS proteinopathy suppression in yeast; 390,000 compounds, 0.24% hits; Potency, µM (doses to about 76.6 µM), inactives show top-dose growth rescue (activation), hits mostly activators; S. cerevisiae FUS-expressing, growth rescue, OD600, 24 h;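 further: plate controls were DMSO vehicle for no effect and reference control for full effect; nearly all actives have a fitted effect of over 55% in size; some results filed as inactive show a strong effect at the top dose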
#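 Compound concentration series was pinned onto galactose-induced FUS-expressing yeast seeded at OD 0.005. Plates sat 24hr at 30C; absorbance at 600 nm gave growth. DMSO served as background control.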
# EPAC2 antagonist = antagonists of human EPAC2. 360,000 compounds, 0.18% hits. EPAC2 GEF exchange of Rap1B-BODIPY-GDP, fluorescence. Potency, µM (series often up to 114 µM), without a hit: top-dose activity, negative = inhibition, actives largely listed as inhibitors. Q8WZA2; further: on the % scale 0 is the no-effect control and ±100 the full control effect; nearly all actives have a fitted effect of over 45% in size; many of its hits are not listed in these tables
# EPAC2 ag = activates human EPAC2 exchange factor | Q8WZA2 | EPAC2 activation, biochemical qHTS; response scale: 100% = 6.5 mM cAMP response | Potency, µM (highest dose often 154 µM), without a hit: at the top dose activation, most hits filed as activators | 360,000 compounds, 0.079% hits; further: nearly all actives have a fitted effect of over 50% in size
#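 Nucleotide exchange monitored as fluorescence drop when BODIPY-GDP leaves Rap1B. Reaction: 100 nM EPAC2, 250 nM RAP1B-BODIPY-GDP, 50 uM GDP, room temperature, kinetic read over 30 min. Activity expressed relative to 6.5 mM cAMP.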
# TDP43 rescue = TDP-43 toxicity inhibition in yeast; TDP-43 expressing yeast growth rescue, BacTiter-Glo, 24 h; Potency, µM (top dose mostly 46.1 µM), for inactives: at the top dose growth rescue (activation), most hits filed as activators; 410,000 compounds, 1.8% hits; AID 652104; further: % of control where 0% means no effect; nearly all actives have a fitted effect of over 50% in size
#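 In this qHTS, compounds that restore growth of yeast expressing TDP-43 appear as activators. Cells (OD600=0.02, galactose medium, raffinose-pregrown) are incubated with compound 24 hr at 30 deg C and growth is quantified by BacTiter-Glo.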
# EPAC1 antag = blocks human EPAC1 exchange factor. O95398. EPAC1 GEF assay, Rap1b-BODIPY-GDP exchange fluorescence. Potency, µM (series often up to 115 µM), for inactives: top-dose activity change, negative = inhibition, hits mostly inhibitors. 360,000 compounds, 0.14% hits. AID 720709;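 further: plate controls were vehicle for no effect and positive control for full effect; nearly all actives have a fitted effect of over 50% in size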
# EPAC1 agonist = agonists of human EPAC1; O95398; EPAC1 agonist qHTS, biochemical assay; response scale: 100% = response to 6.5 mM cAMP; Potency, µM (series often up to 154 µM), inactives show at the highest dose activation, most hits filed as activators; 360,000 compounds, 0.073% hits; further: nearly all actives have a fitted effect of over 60% in size
#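 Fluorescent GDP-exchange assay: 100 nM EPAC1 with 250 nM Rap1B preloaded with BODIPY-GDP and 50 uM GDP; compounds tested as concentration series, 5 min at room temperature, then read every 5 min for 30 min (ex 480/em 540 nm); normalized to 6.5 mM cAMP.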
# * marks the source's active call; other numbers are inactive results; i = inactive; ? = inconclusive; . = no result given; & = joins results of further samples; [ ] = another dose, or the depositor's remark. The call rests on the fitted dose curve; in most records, active means well fitted curve in the direction sought with a large enough effect; inconclusive means small, poorly fitted or top-dose-only effect, or another doubt; inactive means no such curve, though single readings can be large; an effect the other way counts as inactive or inconclusive. Potency means the concentration at half of the fitted maximal effect. Some of the compounds tested; rates above refer to the full screens.
canonical_smiles	PTHR1 agonist	aSyn yeast inh	FUS yeast rescue	EPAC2 antagonist	EPAC2 ag	TDP43 rescue	EPAC1 antag	EPAC1 agonist
COc1ccc(NC(=O)c2cc(C3CCCCN3S(=O)(=O)Cc3ccccc3)on2)c(C)c1 (stereo not drawn)	-21%	0%	43%	3%	7%	?	-3%	-3%
CN(C)CCN=Cc1c(O)n(-c2ccc(S(=O)(=O)N3CCOCC3)cc2)c(=O)c2ccccc12	?	-5%	36%	-6%	1%	-2%	6%	-3%
CC(=O)NC12CC3CC(C1)CC(C(=O)N1CCN(c4ncccn4)CC1)(C3)C2	i	-1%	15%	-4%	3%	9%	3%	0%
COc1ccccc1NC(=O)c1c(C)nc2ccccc2c1C(=O)O	i	-5%	-5%	3%	-2%	2%	-8%	10%
Cc1ccc2nccc(C(=O)N3CCCC(Nc4ccc(F)cc4)C3)c2c1 (stereo not drawn)	i	0%	.	4%	4%	14%	4%	-3%
COc1ccc(NC(=O)COC(=O)C23CC4CC(CC(NC(C)=O)(C4)C2)C3)cc1S(=O)(=O)N1CCOCC1	-6%	-3%	11%	7%	7%	0%	-9%	1%
CCCCOn1c(C)c(C(=O)OCC)c2c3no[n+]([O-])c3ccc21	i	3%	-9%	-7%	8%	2%	0%	0%
COCCN(CCOC)C(=S)Nc1ccccc1Cl	7%	7%	6%	-8%	-6%	-15%[9.22 µM]	-35%	-9%
Cc1cnc(CN(C)C(=O)c2cc(COc3c(F)cccc3F)on2)[nH]1	-11%	-5%	13%	-2%	5%	-11%	12%	8%
CCOc1ccc(Cl)cc1-c1cc(C(=O)NC(C)C)[nH]n1	-5%	1%	-7%	5%	4%	0%	2%	3%
Cc1ccc(S(=O)(=O)N2CCN(c3ncnc4c3cnn4-c3ccccc3)CC2)cc1	-5%[57.5 µM]	1%	-10%	0%	-1%	0%	5%	1%
Cc1nc2c(ccc3nc(NC(=O)c4ccc5c(c4)OCCO5)sc32)s1	-79%[inhibitor][57.5 µM]	-2%&-8%	11%	17%	8%	0%	4%	1%
CCO[C@@H]1OC(C(=O)O)=C[C@H](c2ccc(Br)cc2)[C@H]1CCCO	-7%	-1%	-15%	22%	7%	3%	1%	0%
COc1ccc(NS(=O)(=O)c2cccc(NC(=O)c3ccc(S(=O)(=O)N4CCCCCC4)cc3)c2)cc1	-34%	-3%	32%	-2%	-1%	-20%	4%	14%
Cc1ccc2oc(C(=O)NCC(c3ccco3)N(C)C)c(C)c2c1 (stereo not drawn)	-21%	-5%	-4%	-1%	10%	2%	-24%	4%
O=C(c1cc(-c2ccccc2)on1)N1CCN(Cc2ccc3c(c2)OCO3)CC1	-24%[57.5 µM]	19%	-4%	-8%	23%	-19%	-11%	22%
COc1ccccc1OCc1cc(C(=O)NCc2ccc(N3CCCC3=O)cc2)no1	-15%	3%	17%	3%	10%	9%	3%	1%
COc1ccc(S(=O)(=O)N2CCN(Cc3cc(OC)c(OC)cc3OC)CC2)cc1	-4%	2%	-24%	3%	11%	14%	-4%	2%
C/C(C=O)=C/c1ccccc1	6%	9%	-38%	-9%	11%	8%	-7%	-13%
COc1ccc(CC(=O)N/N=C/c2ccc(-c3cccc(C(=O)O)c3)o2)cc1OC	12%	3%	1%	1%	7%	16%	0%	12%

# Carrying on:
canonical_smiles	PTHR1 agonist	aSyn yeast inh	FUS yeast rescue	EPAC2 antagonist	EPAC2 ag	TDP43 rescue	EPAC1 antag	EPAC1 agonist
CSCCC(NC(=O)c1ccc(Cl)cc1)C(=O)OCC(=O)NCc1ccco1 (stereo not drawn)	-3%	6%	7%	-6%	7%	15%	-8%	?
O=C(CN1CCN(S(=O)(=O)c2ccc(F)cc2)CC1)Nc1ccccc1F	i	2%	2%	9%	-2%	19%	8%	-2%
O=C(c1cc(F)ccc1F)C1CCCN(C(=O)CSc2ccccn2)C1 (stereo not drawn)	i	8%	-32%	-10%	5%	16%	3%	8%
O=C(Nc1nccs1)C1CC(=O)N(c2ccc(F)cc2)C1 (stereo not drawn)	-14%	-1%	30%	5%	5%	-18%	8%	-1%
Cc1cc(C)n(CCNC(=O)c2cc(COc3ccc(F)cc3Cl)on2)n1	-15%	14%	19%	2%	5%	4%	-7%	-1%
O=C(NC(=S)Nc1ccc2oc(=O)ccc2c1)c1ccco1	-14%	2%	-4%	3%	-3%	9%	7%	-1%
Cc1noc(C)c1COc1ccc(C(=O)OCC(=O)N2c3ccccc3NC(=O)C2(C)C)cc1	-25%[57.5 µM]	5%	45%	-9%	2%	3%	-11%	3%
CC(=O)c1ccc(OCCCC(=O)NCC(c2ccco2)N(C)C)cc1 (stereo not drawn)	-16%[57.5 µM]	-1%	26%	-3%	9%	10%	6%	5%
CCCc1c(-c2cccc(Cl)c2)ncn1CCc1ccccc1OC	-62%[inhibitor]	1%	9%	?	3%	?	-21%	-12%
Cc1ccc(S(=O)(=O)N2CCOCC2)cc1NC(=O)CSc1nc(N)cc(=O)[nH]1	i	5%	-4%	7%	5%	5%	-4%	-1%
COc1cc(/C=C/C(=O)N2CCc3ccccc3C2)cc(OC)c1OC	i	1%	21%	-9%	6%	-2%	-3%	6%
COc1ccc(CCNC(=O)CN(c2ccccc2OC)S(=O)(=O)c2ccc(C)cc2)cc1	-32%&-95%[inhibitor]	4%	16%&23%	-26%	1%	18%&9%	-14%	5%
Clc1ccc(-c2nc3ccccn3c2CN2CCSCC2)cc1	i	-12%	-29%	?	20%	0%	-2%	-9%
O=C(NCCCN1CCCCC1)c1ccc2c(c1)NC(=O)C(N1CCOCC1)S2 (stereo not drawn)	-3%[57.5 µM]	1%	26%	6%	2%	-15%	-1%	6%
C/C(CC(=O)Nc1cccc2c1CCCC2)=N\NC(=O)COc1ccccc1	-21%	0%	22%	0%	2%	4%	-9%	15%
CCOC(OCC)P(=O)(c1ccccc1)c1ccccc1	i	-11%	-4%	12%	0%	-9%	0%	0%
COC(=O)c1cc(C#N)c(N2CCN(C)CC2)nc1C	i	1%	0%	5%	1%	21%	-5%	5%
O=C(CC1C[C@H](C(=O)N2CCOCC2)[C@@]2(CCC3CCCC3)c3[nH]c4ccccc4c3CCN2C1=O)NCCCn1ccnc1 (stereo partly drawn)	i	-6%	26%	1%	-5%	8%	12%	-2%
CCCCN(C)C1CCN(C(=S)Nc2ccc(OCC)cc2)CC1	-9%	-2%	25%	6%	12%	0%	2%	0%
O=C(CN1C(=O)NC(c2ccccc2)(c2ccccc2)C1=O)NCc1ccccc1	-17%	-1%[1.84 µM]	14%	5%	-1%	-6%	13%	-11%

# (cont.)
canonical_smiles	PTHR1 agonist	aSyn yeast inh	FUS yeast rescue	EPAC2 antagonist	EPAC2 ag	TDP43 rescue	EPAC1 antag	EPAC1 agonist
CCn1cc2nc(SCC(=O)Nc3ccccc3F)n(Cc3ccccc3)c(=O)c2n1	-11%	9%	35%	-7%	16%	14%	-13%	8%
O=C(O)/C=C/C(=O)Nc1ccc(Cc2ccc(NC(=O)/C=C/C(=O)O)cc2)cc1	i	12%	26%	1%	6%	0%	-24%	1%
COc1ccc(C2(c3ccc(OC)cc3)NC(=O)N(CC(=O)NCC(F)(F)F)C2=O)cc1	-20%	1%	-8%	-6%	3%	18%	0%	0%
O=C(Cc1sc(-c2ccccc2)nc1-c1ccccc1)Nc1ccccc1	-11%[57.5 µM]	-11%	-11%	0%	5%	-13%	10%	7%
CCOc1cc(/C=N/NC(=O)c2cccs2)cc([N+](=O)[O-])c1O	29%	-2%	28%	-25%	8%	11%	?	0%
Cc1cc(C)n(CC(=O)N/N=C/c2cc(Br)cc([N+](=O)[O-])c2O)n1	i	-14%	-17%	-22%	-2%	-2%	-9%	-9%
COc1ccc(-c2cccc(NS(=O)(=O)c3ccc([N+](=O)[O-])cc3)c2)nn1	-19%	-1%	.	0%	3%	21%	-16%	7%
CCCN(CCC)C(=O)C1c2ccccc2Oc2ccccc21	i	8%	2%	2%	-6%	-6%	-5%	4%
CCC(=O)Nc1ccc(C(=O)NNC(=O)COc2cccc(C)c2)cc1	-22%	-1%	.	16%	-5%	-29%	-1%	-15%
CC1Cc2ccccc2N1C(=O)c1ccc2nccnc2c1 (stereo not drawn)	-12%	8%	-3%	-1%	4%	14%	-22%	-10%
CC1=NN(C(C#N)c2ccccc2)C(c2ccccc2)C1 (stereo not drawn)	i	8%	0%	?	7%	0%	6%	2%
O=[N+]([O-])c1cc(-c2nnc(-c3ccccc3)o2)ccc1Oc1ccc(Cl)cc1	-18%	-9%	7%	-9%	-16%	11%	-13%	8%
O=C(CSc1nc2ccccc2c(=O)n1-c1ccccc1F)N1CCOCC1	i	4%	.	-4%	1%	-21%	5%	2%
Cc1cnc(C(=O)OCc2ccc(Br)cc2)cn1	i	2%	11%	-7%	12%	-4%	-5%	7%
O=C1N/C(=N/N=C/c2ccccc2O)SC1Cc1ccc(F)cc1 (stereo not drawn)	-2%	-8%	5%	4%	-1%	?	-8%	-1%
N/C(=N\OC(=O)c1cccc2ccccc12)c1ccccn1	-31%[inhibitor]	-46%[inhibitor]	-4%	4%	2%	-42%[inhibitor]	2%	0%
Nc1cc(N)nc(SCC(=O)N2CCCCC2)n1	15%[57.5 µM]	5%	9%	-12%	1%	-19%	-2%	-4%
COc1cc2ccnc(Cc3cccc(OC)c3OC)c2cc1OC	-93%[inhibitor]	0%	8%	-10%	-4%	-15%	-13%	1%
NC(=NC1CCCCC1)c1ccc([N+](=O)[O-])cc1	-3%[57.5 µM]	7%	-17%	11%	9%	-3%	3%	-12%
Cc1cc(C(F)F)n2nc(C(=O)Nc3sc4c(c3C#N)CCC(C)C4)nc2n1 (stereo not drawn)	i	-1%	21%	-4%	-5%	-16%	-8%	-4%
CCn1c(=O)c(C(=O)NCc2ccc(OC)cc2)c(O)c2ccccc21	-10%[57.5 µM]	1%	46%	-5%	14%	-6%	0%	2%
COc1cccc(Cn2nc3c4cc(F)ccc4n(Cc4ccc(F)cc4)cc-3c2=O)c1	i	-6%	-27%	0%	5%	-26%	-5%	-4%

# Random excerpt: 2 entries already listed, in no set order.
canonical_smiles	PTHR1 agonist	aSyn yeast inh	FUS yeast rescue	EPAC2 antagonist	EPAC2 ag	TDP43 rescue	EPAC1 antag	EPAC1 agonist
Nc1cc(N)nc(SCC(=O)N2CCCCC2)n1	15%[57.5 µM]	5%	9%	-12%	1%	-19%	-2%	-4%
COc1cccc(Cn2nc3c4cc(F)ccc4n(Cc4ccc(F)cc4)cc-3c2=O)c1	i	-6%	-27%	0%	5%	-26%	-5%	-4%

# Source: PubChem (National Center for Advancing Translational Sciences (NCATS))
